Screens from PubChem BioAssay.
HEK293 tox = kills HEK 293 cells; HEK 293 viability, ATP luminescence (CellTiter-Glo), 48-72 h; Potency, µM (highest dose often 115 µM), for the others: at the highest dose activity change, negative = cytotoxicity, actives largely listed as inhibitors; 94,000 compounds, 6.6% hits; also: potency is read from the fitted curve at half-maximal effect; nearly all actives have a fitted effect of over 60% in size
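HEK 293 cells seeded at 250 cells/well were exposed to compound for 48 or 72 hr at 37 degree Celsius. Viability taken as ATP content by CellTiter-Glo luminescence.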
SNCA expr inhib = reduces expression of the alpha-synuclein gene | HEK-293 SNCA-luciferase knock-in, luminescence, 24 h | Potency, µM (top dose mostly 57.2 µM), without a hit: at the top dose activity change, negative = inhibition, usual class: inhibitors | 140,000 compounds, 0.17% hits | AID 1671194;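 also: potency is read from the fitted curve at half-maximal effect; plate controls were DMSO cells for no effect and cell-free wells for full effect; nearly all actives have a fitted effect of over 45% in size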
Luciferase inh = inhibitors of firefly (Photinus pyralis) luciferase | purified P. pyralis luciferase, luminescence, biochemical | Potency, µM (highest dose often 115 µM), for the others: top-dose activity change, negative = inhibition, most hits filed as inhibitors | 76,000 compounds, 2.5% hits | AID 1347043; also: potency is read from the fitted curve at half-maximal effect; nearly all actives have a fitted effect of over 65% in size
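Inhibitors were tested against purified firefly luciferase in a biochemical, low-substrate format (both substrates at 10uM) and luminescence measured with a CCD imager.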
GPT2 inh = GPT2 alanine aminotransferase inhibition | Q8TD30 | Recombinant GPT2, coupled pyruvate oxidase/HRP Amplex Red fluorescence | Potency, µM (highest dose often 57.7 µM), without a hit: top-dose activity change, negative = inhibition, actives largely listed as inhibitors | 100,000 compounds, 0.25% hits | AID 1671188; also: potency is read from the fitted curve at half-maximal effect; nearly all actives have a fitted effect of over 60% in size; many of its hits are not listed in these tables
Target sequence (Q8TD30 whole entry, looked up): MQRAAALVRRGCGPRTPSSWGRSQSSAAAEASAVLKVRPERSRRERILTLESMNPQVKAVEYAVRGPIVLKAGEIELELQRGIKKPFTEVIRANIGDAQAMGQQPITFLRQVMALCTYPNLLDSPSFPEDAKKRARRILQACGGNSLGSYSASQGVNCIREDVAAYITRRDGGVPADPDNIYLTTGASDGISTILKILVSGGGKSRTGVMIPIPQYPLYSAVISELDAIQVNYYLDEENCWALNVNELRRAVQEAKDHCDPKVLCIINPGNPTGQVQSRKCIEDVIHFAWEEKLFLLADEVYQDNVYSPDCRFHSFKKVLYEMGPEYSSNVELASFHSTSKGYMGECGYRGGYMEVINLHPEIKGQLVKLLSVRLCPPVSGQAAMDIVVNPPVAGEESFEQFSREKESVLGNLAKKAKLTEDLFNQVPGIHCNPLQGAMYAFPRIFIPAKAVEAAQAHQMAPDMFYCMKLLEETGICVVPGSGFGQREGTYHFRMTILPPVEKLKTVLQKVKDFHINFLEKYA
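Inhibition is scored from Amplex Red fluorescence generated when pyruvate oxidase and HRP act on pyruvate released by GPT2. Reactions contain 10ng/uL enzyme, 250uM a-KG and 2mM L-alanine and run 30 min at room temperature.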
SNCA viab count = reduces viability of HEK-293 SNCA reporter cells. AID 1671193. Potency, µM (series often up to 57.1 µM), inactives show at the top dose activity change, negative = cytotoxicity, hits mostly cytotoxic. 150,000 compounds, 0.12% hits. HEK-293-SNCA-luc viability, GF-AFC fluorescence, 24 h;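 also: potency is read from the fitted curve at half-maximal effect; 0% = DMSO-treated cells and -100% = medium-only wells without cells; nearly all actives have a fitted effect of over 30% in size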
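HEK-293-SNCA-luc cells (1500/well) plated 24 h, then exposed 24 h to a dilution series; GF-AFC added 30 min at 37C, fluorescence 405/540 nm; normalised to medium-only and DMSO wells, Hill fit.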
IP6K1 inhibitor = inhibitors of human IP6K1; activity change, % (series mostly up to about 58 µM); Q92551; 140,000 compounds, 0.81% hits; IP6K1 kinase, ADP-Glo luminescence, 2 h; stronger effect = lower value; in the data active = activity change below about -25%
Target sequence (Q92551 whole entry, looked up): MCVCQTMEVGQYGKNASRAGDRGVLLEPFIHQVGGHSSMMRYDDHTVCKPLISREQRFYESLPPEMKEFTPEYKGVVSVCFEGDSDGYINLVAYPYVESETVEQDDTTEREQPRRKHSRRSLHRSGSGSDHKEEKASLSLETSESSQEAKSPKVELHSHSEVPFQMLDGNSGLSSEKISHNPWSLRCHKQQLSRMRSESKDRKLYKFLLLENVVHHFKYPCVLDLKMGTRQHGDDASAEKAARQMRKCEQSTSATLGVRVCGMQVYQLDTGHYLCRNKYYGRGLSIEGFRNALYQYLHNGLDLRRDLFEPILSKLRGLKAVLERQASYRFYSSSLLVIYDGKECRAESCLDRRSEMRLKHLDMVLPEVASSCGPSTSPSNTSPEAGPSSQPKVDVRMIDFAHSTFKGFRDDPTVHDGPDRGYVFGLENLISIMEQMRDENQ
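ADP-Glo luminescence measures ADP made by human IP6K1 during a 2 h RT reaction with ATP/IP6 (mix at 1.3 mM/130 uM); top library doses 57.5 and 19.1 uM final.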
3T3 cytotox = kills NIH 3T3 cells | AID 1345082 | NIH 3T3 viability, CellTiter-Glo ATP luminescence, 48-72 h | 94,000 compounds, 4.3% hits | Potency, µM (titrated, usually from 96.7 µM), for the others: at the highest dose activity change, negative = cytotoxicity, usual class: inhibitors; also: potency is read from the fitted curve at half-maximal effect; nearly all actives have a fitted effect of over 55% in size
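Viability of NIH 3T3 cells after 48 or 72 hr compound treatment at 37 °C was assessed by CellTiter-Glo, with luminescence imaged following a 10 min room-temperature step.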
The depositor's hits bear a star; i = inactive; ? = inconclusive; . = no result given; [ ] = dose if it differs, or a comment. Unless noted, calls follow the shape of the dose curve; as a rule, active = well fitted curve in the direction sought with a large enough effect; inconclusive = small, poorly fitted or top-dose-only effect, or another doubt; inactive = no such curve, though single readings can be large; an effect the other way counts as inactive or inconclusive. Unless noted, % is scaled to controls: 0 for no effect and ±100 for the full control effect. An excerpt; rates above refer to the full screens.

SMILES	HEK293 tox	SNCA expr inhib	Luciferase inh	GPT2 inh	SNCA viab count	IP6K1 inhibitor	3T3 cytotox
CC1CN(c2cccc(Cl)c2)C(=O)CN1C(=O)c1ccc2n[nH]nc2c1 (stereo not given)	0.4%	-12.0%	-4.6%	-3.5%	8.6%	2.7	-28.4%
COc1ccccc1CNC(=O)CN1CCCc2nc(C)ncc2C1=O	-3.5%	-3.3%	1.5%	0.2%	-0.2%	3.8	-12.4%
O=c1c2c(nc3cc[nH]n13)CN(S(=O)(=O)c1cccc(C(F)(F)F)c1)CC2	4.5%	-6.4%	7.3%	i	5.2%	40.2	?
Cc1ccc(Nc2ccnc(N3CCCC(C(=O)NCc4cccc(F)c4)C3)n2)cc1 (stereo not given)	50.1µM*	-15.8%	.	i	-2.0%[12.5 µM]	-13.0	?
O=C(Nc1nc2c(s1)CCC2)C1CC(=O)N(c2n[nH]c3ccccc23)C1 (stereo not given)	?	?	10.0%	3.7%	0.6%	0.1	?
CC(C)(C)C1CCc2c(sc(NC(=O)C3c4ccccc4Oc4ccccc43)c2C(N)=O)C1 (stereo not given)	.	0.8%	.	.	-3.8%	-10.6	.
Cc1cccc(-c2nc(C3CC(=O)N(c4ccc(Cl)cc4)C3)no2)c1 (stereo not given)	?	?	-14.8%	i	6.4%	-11.7	?
CN1Cc2c(cc(N3CCOCC3)nc2-c2cnn(C)c2)C1=O	?	97.2%[activator][87.6 µM]	-8.4%[172 µM]	-10.9%[88.5 µM]	9.5%[87.6 µM]	15.3	25.1µM*
COc1cccc(-c2ncc3c(n2)OCCN(Cc2ccc(F)cc2F)C3=O)c1OC	-4.9%[172 µM]	-17.6%[87.6 µM]	-12.3%[172 µM]	2.1%[88.5 µM]	-5.5%[87.6 µM]	-1.9	?
COc1ccc(N2C(=O)CSC23C(=O)N(CC(=O)NCc2ccccc2)c2ccccc23)cc1 (stereo not given)	.	0.2%	.	.	6.3%	2.7	.

Structural class, the entries above with a Cl atom.
SMILES	HEK293 tox	SNCA expr inhib	Luciferase inh	GPT2 inh	SNCA viab count	IP6K1 inhibitor	3T3 cytotox
CC1CN(c2cccc(Cl)c2)C(=O)CN1C(=O)c1ccc2n[nH]nc2c1 (stereo not given)	0.4%	-12.0%	-4.6%	-3.5%	8.6%	2.7	-28.4%
Cc1cccc(-c2nc(C3CC(=O)N(c4ccc(Cl)cc4)C3)no2)c1 (stereo not given)	?	?	-14.8%	i	6.4%	-11.7	?

The results go on:
SMILES	HEK293 tox	SNCA expr inhib	Luciferase inh	GPT2 inh	SNCA viab count	IP6K1 inhibitor	3T3 cytotox
Cc1ccc(C(=O)NC2CCN(c3cc(-c4ccccc4)[nH]n3)CC2)s1	?	12.6%	?	-7.0%	10.8%	15.3	?
CCN1c2cc(C(=O)Nc3cc(OC)cc(OC)c3)ccc2C(=O)N2CCCCC21 (stereo not given)	?	-9.5%	-9.3%	i	11.9%[12.5 µM]	3.0	-22.0%
CCCN1CCN(CCCNC(=O)c2cc3c(=O)[nH]c4ccccc4c3s2)CC1	.	3.4%	.	.	-7.2%	-2.8	.
COc1cc(/C=C(\C#N)c2nc3ccccc3[nH]2)ccc1OCc1cccc(C(F)(F)F)c1	.	1.3%	.	.	6.6%	23.2	.
COc1ccc(Nc2c3c(nc4ccc(NC(=O)c5ccc(F)cc5)cc24)CCCC3)cc1OC	.	-3.2%	.	.	?	3.6	.
CC[C@@H]1[C@@H](NC(=O)CC2Cc3ccccc3C2)[C@@H]2CCO[C@H]12	-4.3%	-7.6%	4.4%	-6.2%	2.6%	-4.9	-17.2%
CC(=O)Nc1cccc(-c2cc3c(ccn3Cc3ccncc3)c(N3CCOCC3)n2)c1	-18.1%[172 µM]	6.3%[87.6 µM]	6.2%[172 µM]	4.5%[88.5 µM]	9.2%[87.6 µM]	-1.5	?
COc1ccc(CNC(=O)CCS(=O)(=O)c2cc3c4c(c2)CCN4C(=O)CC3)cc1	.	18.2%	.	.	-6.0%	-8.7	.
CCCCOc1cccc(C(=O)N(Cc2cccs2)c2ccc(OC)cc2)c1	.	?	.	.	-5.9%	-5.4	.
C=CCNC(=O)c1cnn2c1CN(C(=O)OCc1ccccc1)CC2	?	-16.8%	.	-7.8%	3.1%	-8.6	-15.2%
CC(C)N1C(=O)CO[C@H]2CCN(Cc3ccccn3)CC[C@@H]21	?	-1.1%[87.6 µM]	-1.5%[172 µM]	i	2.7%[87.6 µM]	-11.1	?
N#Cc1cccc(C(=O)N2CCCCCCNC(=O)CC2c2ccccc2)c1 (stereo not given)	-6.2%	23.3%	3.7%	-6.0%	7.7%	-0.3	-13.8%
CN1C(=O)c2cccn2CC1CNC(=O)CC1CCCC1 (stereo not given)	0.2%	-15.6%	0.0%	i	-19.5%	4.6	0.6%
c1ccc(Cn2ccnc2C2CCN(c3ncnc4ccsc34)CC2)nc1	?	-9.8%	4.8%	0.0%	-1.1%	13.5	?
CNC(=O)Nc1ccc(C)n(CC(=O)NCc2cccc(Cl)c2)c1=O	11.5%	40.1%[activator]	-11.7%	-2.9%	8.2%	1.4	i
Cc1ccc(-n2ccnc2-c2cc3n(n2)CCNC3)cc1N1CCCC1=O	1.8%	-5.9%	14.2%	4.3%	-1.1%	-1.2	-5.7%
Cc1noc(-c2cccc(OC3CN(C(=O)NCc4ccc(F)cc4)C3)c2)n1	?	?	-7.0%	i	4.2%	2.8	?
CCCCN1C(=O)C(CC(=O)NC(C)C)Sc2ncccc21 (stereo not given)	1.4%	0.0%	5.2%	i	1.1%	0.1	i
O=C(CCC1CCCC1)NC1CCN(c2cnn(Cc3ccccc3)c(=O)c2)CC1	?	-15.1%	-9.0%	i	?	7.1	?
COc1ccc(NC(=O)N2CCCC(Cc3noc(-c4ccccc4)n3)C2)cc1 (stereo not given)	35.5µM*	-23.6%	?	-28.0%	-21.5%	0.0	35.5µM*
CC1CCN(c2nc(-c3ccc(C(C)(C)C)cc3)nc3ccccc23)CC1	.	12.5%	.	.	15.9%	-6.9	.
CC(C)(C)CN[C@@H](Cn1cc(F)c(=O)[nH]c1=O)C(=O)O	-12.7%[230 µM]	1.8%[87.6 µM]	3.1%[230 µM]	3.4%[88.5 µM]	7.1%[87.6 µM]	-0.7	4.8%[230 µM]
Cc1nc(-c2cccnc2)sc1CCNS(=O)(=O)c1ccc(F)cc1	.	9.5%	.	.	-7.1%	2.6	.
COC(=O)[C@H]1CCCN1C(=O)[C@@H]1C[C@H](NC(=O)Nc2ccc(F)cc2F)CN1C(=O)CSC	-28.0%	-1.4%	-4.8%	i	0.1%	18.6	-17.5%
O=C(Cc1cccc(F)c1)N1CCC(N2C(=O)C3(CCCCC3)C2c2ccccc2)CC1 (stereo not given)	?	34.0%	.	-8.6%	4.0%	-7.9	?
Cc1ccccc1NC(=O)N1CCC(CCNC(=O)c2cc(F)ccc2F)CC1	-9.3%	-5.7%	-7.6%	-11.4%	9.3%	-7.9	-21.8%
CCCS(=O)(=O)N1CC(Oc2ccccc2-c2nc(C3CC3)no2)C1	?	2.8%	0.0%	-7.3%	-1.3%	14.4	-12.3%
O=C(NCc1cccc(Cl)c1)c1ccc(Cn2ccn3nc4c(c3c2=O)CCCC4)cc1	?	-5.8%	-7.0%	i	-6.7%	-13.5	?
Cc1ccc(-c2ccc(O)cn2)c2cccnc12	?	3.1%	-9.2%	?	-18.2%	5.3	-40.8%
O=C(CCNC(=O)c1cnccn1)NC1CCCc2c1[nH]c1ccc(F)cc21 (stereo not given)	?	-17.3%	4.9%	i	12.3%	-2.0	-18.8%
CCC(C)NC(=O)c1c(-c2ccccc2)c(-c2ccccc2)nn(C)c1=O (stereo not given)	.	-6.1%	.	.	10.3%	16.7	.
O=c1[nH]c(C2CCN(Cc3ccc(F)cc3)CC2)nn1Cc1ccccc1	-21.8%	17.4%	-13.2%	i	21.7%	21.3	-25.9%
CC(=O)N1CCN(C(=O)C2CCCCN2Cc2ccc(-c3ccsc3)cc2)CC1 (stereo not given)	-18.7%	21.1%	.	?	3.1%	-8.9	-23.1%
Cc1cc2nc3n(c(=O)c2n1CC(=O)Nc1ccccc1)CCC3	5.7%	106.9%[activator]	?	i	-6.0%	10.4	-11.3%
CC(=O)N1CCN(Cc2cc(F)ccc2Cl)CC(O)C1 (stereo not given)	-5.5%	-11.8%	0.5%	-43.9%	?	23.9	-18.1%
O=C(NC[C@H]1O[C@H](Cc2cc(-c3ccc(F)cc3)on2)CC[C@@H]1O)c1ccccc1F	-29.8%[172 µM]	27.0%[87.6 µM]	22.4µM*	-1.7%[88.5 µM]	-0.5%[87.6 µM]	3.1	-25.8%[138 µM]
COCC(=O)N1CCN(c2nccc(Nc3ccccc3OC)n2)CC1	i	203.3%[activator]	.	i	10.5%	18.0	-25.7%
CCN(C(=O)CSc1nc2ncccc2[nH]1)c1ccc(C(C)C)cc1	.	8.5%	.	.	-7.5%	4.7	.
CCCCN(C)C(=O)Cn1cnc2sc(C)c(S(=O)(=O)N3CCN(c4ccccc4OC)CC3)c2c1=O	.	1.9%	.	.	-9.0%	17.9	.
O=C1CCC2(CNC(=O)c3ccc4ncccc4c3)CCCC=C2N1 (stereo not given)	-11.5%	13.6%	-8.4%	i	-4.1%	-21.5	-12.2%
O=C(CN1C(=O)NC2(CCOCC2)C1=O)Nc1ccc(Br)cc1F	-3.5%	-5.9%	-7.1%	i	8.6%	39.9	-2.2%
COCCN1C(=O)CS(=O)(=O)C12CCN(C(=O)c1cc(F)ccc1F)CC2	2.2%	-4.2%	-4.9%	-27.6%	20.8%	-0.2	-10.9%
COc1cc(OC)cc(C(=O)N[C@@H]2CN(S(C)(=O)=O)C[C@H]2CN(C)C)c1	-10.8%	-7.1%	-17.3%	?	11.5%	3.6	-10.1%
Cc1nn(-c2ccccc2)c2c1C(C(C)C)N(C1CCCN(C(=O)Cc3ccc(F)cc3)C1)C2=O (stereo not given)	25.1µM*	.	.	.	.	-2.1	?
CCOc1ccccc1C(=O)N1CCC[C@H]1c1nc(-c2ccccc2)no1	?	3.9%	-1.8%	i	0.2%	15.1	-22.5%
COc1ccc(-n2nc3n(c2=O)CCN(Cc2cccn2C)C3)cc1	?	111.5%[activator]	.	i	-26.8%	-1.4	-24.5%
O=C(c1[nH]nc2c1CCc1ccccc1-2)N1CCC(c2noc(-c3ccncc3)n2)C1 (stereo not given)	?	8.8%	-8.5%	i	3.1%	14.4	-21.0%
CC1=C(C(=O)Nc2cc(C)cc(C)c2)C2(CCCCC2)OC1=O	.	-3.2%	.	.	-1.6%	30.2	.
CN(C(=O)C1CCCC1)C1CCc2ccccc2C1 (stereo not given)	?	-0.8%[87.6 µM]	3.8%[172 µM]	i	-7.6%[87.6 µM]	-3.5	?
O=C(CC1CCN(S(=O)(=O)c2cccnc2)C1)NCc1ccccc1 (stereo not given)	?	15.6%	3.7%	i	1.6%[12.5 µM]	11.2	-1.6%
CCN1CCOC(=O)C1CC(=O)Nc1ccccc1C(F)(F)F (stereo not given)	.	18.6%	.	.	4.2%	28.8	.
COC[C@@H]1CN(S(=O)(=O)c2ccccc2)C[C@H]1c1nc(C)no1	-20.7%	-26.3%	-11.6%	i	?	-10.2	-7.8%
